Screening data deposited in PubChem by National Center for Advancing Translational Sciences (NCATS).
LDHA block = inhibitors of human lactate dehydrogenase A; actives 0.15% (n = 480,000); activity change, % (values are at about 110 or 230 µM); P00338; purified LDHA, NADH/diaphorase-resazurin fluorescence; stronger effect = lower value; in the data active = activity change below about -30%; inconclusive = mostly about -25% to -30%;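 also: plate controls were DMSO wells for no effect and wells without enzyme for full effect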
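LDH5 2 nM; NADH 0.06 mM, pyruvate 0.2 mM; 200 mM Tris pH 7.4, EDTA, Tween-20; 5 min RT. Detection: diaphorase 0.133 mg/mL + resazurin 37 µM, fluorescence ex540/em590 at 0 and 20 min; normalized to enzyme-free and DMSO wells.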
Anesthetic bind = candidate novel general anesthetic via apoferritin binding; apoferritin/1-aminoanthracene competitive binding, fluorescence; Potency, µM (top dose mostly 77.5 µM), without a hit: at the top dose activity change, negative = displacement, hits mostly inhibitors; actives 0.074% (n = 350,000); AID 485281; also: potency is read from the fitted curve at half-maximal effect; % is scaled to controls: 0 for no effect and ±100 for the full control effect; nearly all actives have a fitted effect of over 20% in size
Target sequence (P02791 2-175 limits assumed): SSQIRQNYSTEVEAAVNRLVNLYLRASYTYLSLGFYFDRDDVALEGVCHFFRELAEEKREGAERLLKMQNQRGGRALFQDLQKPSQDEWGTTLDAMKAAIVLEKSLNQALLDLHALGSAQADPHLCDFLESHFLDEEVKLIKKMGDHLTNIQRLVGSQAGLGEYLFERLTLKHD
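Horse-spleen apoferritin (10 uM) in 50% saturated 1-aminoanthracene in PBS was incubated 10 min at room temperature with compound. Fluorescence (ex 380, em 535 nm) was normalized to free and bound 1-AMA, with concentration-response fitted by a four-parameter Hill equation.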
RGS4 inh = inhibitors of human regulator of G protein signaling 4; P49798; Transcreener GDP fluorescence polarization, RGS4-accelerated GTP hydrolysis; Potency, µM (highest dose often 114 µM), for the others: at the highest dose activity change, negative = inhibition, hits mostly inhibitors; actives 0.039% (n = 390,000); also: potency is read from the fitted curve at half-maximal effect; % is scaled to controls: 0 for no effect and ±100 for the full control effect; nearly all actives have a fitted effect of over 75% in size; some results filed as inactive show a strong effect at the top dose
Target sequence (P49798 whole entry, looked up): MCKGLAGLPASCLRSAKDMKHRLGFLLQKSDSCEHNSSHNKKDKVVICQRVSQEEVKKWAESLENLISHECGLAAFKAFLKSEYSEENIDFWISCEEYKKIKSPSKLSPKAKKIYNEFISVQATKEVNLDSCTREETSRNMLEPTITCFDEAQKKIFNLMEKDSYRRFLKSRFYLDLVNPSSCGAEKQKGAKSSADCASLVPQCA
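MLSMR compounds (23 nl, pin-transferred) preincubated 10 min at room temperature with a 500nM (2x) first reagent, then RGS4 at 900nM (2x) plus Transcreener GDP mix added; fluorescence polarization (620/688 nm) read before and after 90 min at 30 °C.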
Pol beta inh = blocks human DNA polymerase beta activity. Pol beta primer extension/strand displacement, fluorescence kinetic. AID 485314. Potency, µM (top dose mostly 114 µM), for inactives: at the highest dose activity change, negative = inhibition, most hits filed as inhibitors. actives 1.3% (n = 340,000); also: potency is read from the fitted curve at half-maximal effect; % is scaled to controls: 0 for no effect and ±100 for the full control effect
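Pol beta (10 nM) and compounds were preincubated 15 min at room temperature, then 50 nM substrate (final) started primer extension/strand displacement. Reads were taken at 0 and 10 min; concentration-response data were fitted to a four-parameter Hill equation.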
ERG Ets-DNA blk = blocks human ERG Ets domain binding to DNA; P11308; fluorescence polarization, His-ERG Ets domain / labelled DNA; Potency, µM (top dose mostly 76.9 µM), inactives show at the top dose FP activity, negative = inhibition, most hits filed as inhibitors; actives 0.028% (n = 370,000); active = well fitted inhibition curve with a large enough effect in the polarisation, with a control signal flat; inconclusive = small, poorly fitted or top-dose-only effect, or effect the other way, or a change in a side signal; inactive = no such curve, though single readings can be large or run the other way; the % refers to the polarisation;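 also: polarization taken with two DNA probes labelled with fluorescein and Texas red; potency is read from the fitted curve at half-maximal effect; % of control where 0% means no effect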
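His-tagged ERG Ets domain (1 uM in the protein solution; 300mM KCl, 50mM Tris-HCl, 1mM EDTA, 1mM DTT, pH 7.5) received compound, then a probe mix of 5 nM fluorescein-DNA and 100nM Texas-615-DNA. Fluorescence polarization was read for both dyes.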
APE1 inh = inhibitors of human APE1 endonuclease | P27695 | recombinant APE1, TAMRA/BHQ-2 abasic DNA cleavage fluorescence | Potency, µM (titrated, usually from 65.8 µM), for inactives: at the highest dose activity change, negative = inhibition, usual class: inhibitors | actives 0.35% (n = 350,000);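 also: potency is read from the fitted curve at half-maximal effect; plate controls were vehicle for no effect and reference inhibitor for full effect; nearly all actives have a fitted effect of over 55% in size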
Target sequence (P27695 whole entry, looked up): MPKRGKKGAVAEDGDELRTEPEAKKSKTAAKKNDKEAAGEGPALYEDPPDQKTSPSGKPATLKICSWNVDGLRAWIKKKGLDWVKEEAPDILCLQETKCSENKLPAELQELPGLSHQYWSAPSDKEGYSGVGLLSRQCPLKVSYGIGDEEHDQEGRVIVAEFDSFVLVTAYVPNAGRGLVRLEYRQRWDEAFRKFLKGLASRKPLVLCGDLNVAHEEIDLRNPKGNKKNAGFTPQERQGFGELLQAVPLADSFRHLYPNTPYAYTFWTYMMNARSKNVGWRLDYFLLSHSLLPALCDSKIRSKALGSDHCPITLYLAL
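Enzyme (0.75 nM final) and test compound are incubated 15 min at room temperature before adding 50 nM quenched THF abasic-site duplex. Cleavage dequenches TAMRA, followed at 525/598 nm over three reads one minute apart.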
POLH inh = inhibitors of human DNA polymerase eta; Q9Y253; recombinant Pol eta, fluorescent DNA replication assay; Potency, µM (titrated, usually from 114 µM), for the others: at the highest dose activity change, negative = inhibition, actives largely listed as inhibitors; actives 1.2% (n = 390,000); AID 588591; also: potency is read from the fitted curve at half-maximal effect; % is scaled to controls: 0 for no effect and ±100 for the full control effect
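Pol eta (10 nM) was preincubated with compounds for 15 min at room temperature, after which fluorescent replication substrate (50 nM final) was added to start the reaction. Fluorescence was read kinetically at 0 and 10 min.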
Pol kappa inh = DNA polymerase kappa (human) inhibition; purified Pol kappa, fluorescent DNA synthesis assay, 10 min; AID 588579; Potency, µM (doses to about 107 µM), inactives show top-dose activity, negative = inhibition, hits mostly inhibitors; Q9UBT6; actives 0.53% (n = 400,000); also: potency is read from the fitted curve at half-maximal effect; % is scaled to controls: 0 for no effect and ±100 for the full control effect
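Enzyme at 10 nM met test compounds for 15 min at room temperature. Substrate addition (50 nM final) began the reaction, which was monitored by fluorescence at 0 and 10 min.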
ALOX12 inh = ALOX12 (human) lipoxygenase inhibition; P18054; purified 12hLO, xylenol orange hydroperoxide absorbance; Potency, µM (titrated, usually from 108 µM), for inactives: at the top dose activity change, negative = inhibition, hits mostly inhibitors; actives 1.1% (n = 580,000); also: potency is read from the fitted curve at half-maximal effect; % is scaled to controls: 0 for no effect and ±100 for the full control effect
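Hydroperoxide product was detected by ferrous iron/xylenol orange as the 573 to 405 nm absorbance ratio. Arachidonic acid at 40 uM (final) was turned over for 30 min at room temperature by 150 nM human 12hLO, pH 7.0 Hepes buffer, after 15 min compound preincubation.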
Numbers without * were called inactive; ? = inconclusive; . = no result given; & = joins results of further samples; [ ] = remark or other dose. Unless noted, calls follow the shape of the dose curve; as a rule, active = well fitted curve in the direction sought with a large enough effect; inconclusive = small, poorly fitted or top-dose-only effect, or another doubt; inactive = no such curve, though single readings can be large; an effect the other way counts as inactive or inconclusive. These rows are one share of the data; count on the stated rates, not on these rows.

SMILES	LDHA block	Anesthetic bind	RGS4 inh	Pol beta inh	ERG Ets-DNA blk	APE1 inh	POLH inh	Pol kappa inh	ALOX12 inh
C=CCSc1nnc(NC(=O)c2cn(CC)c3nc(C)ccc3c2=O)s1	1	-8%	-12%	0%	-11%	-3%	-28%	-10%	-21%
C=CCC1(NCc2ccco2)CCN(CC)CC1	?	-2%	16%[11.4 µM]	14%	5%	-1%	-1%	-20%[60.1 µM]	?
COc1cc(-c2cc(C(=O)Nc3ccc(S(=O)(=O)NCc4ccco4)cc3)c3ccccc3n2)cc(OC)c1OC	-4	8%	26%	21%	1%	?	0%	-4%	-5%
CC(C)(C)c1ccc(C(=O)N/C(=C\c2cccs2)C(=O)N2CCOCC2)cc1	1	-4%	-16%	43%	?	-6%[12.4 µM]	-21%	2%	-5%
CCC(CC)C(=O)NCc1ccc(OC)cc1	-2	-6%	20%	10%	3%	-4%	4%	-10%	1%
COCCCn1c(SCC(=O)OC2CCCCC2)nnc1-c1ccco1	-12	?	25%	36%	-6%	-1%	-2%	-7%	3%
CCC(=O)Nc1ccc(C(=O)n2ccc(C)n2)cc1	-2	-12%	4%	7%	-1%	2%	-8%	0%	24%
COCCN(C(=O)CSc1nnc(-c2cccc(F)c2)n1N)c1c(N)n(Cc2ccccc2)c(=O)[nH]c1=O	-2	.	-14%	.	6%	0%	-6%	-5%	-15%
COc1cc(NS(=O)(=O)c2ccc(NC(=S)NC(=O)C3CCCC3)cc2)nc(OC)n1	1	-4%	-49%	-15%	3%	13%	-30%	-3%	?
OCCNCCCCSc1ccc(Cl)cc1	-18	-15%	-11%	5%	-2%	3%	-16%	-13%	?
O=C(OCn1ncc(Cl)c(Cl)c1=O)c1ccc(C(F)(F)F)cc1	-16	-10%	-30%	39%	2%	-1%	?	-18%	-1%
Cn1cccc1/C=N/NC(=O)c1ccco1	-2	-9%	5%	-10%	1%	-5%	-23%	3%	?
O=C(Nc1ccc(Br)cc1)C1C2C=CC3(O2)C1C(=O)N(CCN1CCOCC1)C3C(=O)NC1CCCCC1 (centres undefined)	-3	-7%	14%	51%	10%	9%	-12%	-2%	-4%
COC(=O)c1[nH]c(C)c(/C(O)=C2\C(=O)C(=O)N(CCN(C)C)C2c2cc(OC)ccc2OC)c1C (centres undefined)	4	-10%	-7%	0%	-5%	9%	-9%	-2%	-1%
CC1CC(C)(C)NC(=S)N1CCC(=O)NCc1ccc(F)cc1 (centres undefined)	-3	-8%	0%	-27%	-5%	0%	5%	-11%	?
COc1ccc(NC(=O)Cn2ncn3nc(-c4ccc(OC)cc4)cc3c2=O)cc1	-6	-7%	29%	0%	0%	55%[activator]	-20%	-17%	2%
CC(C)NS(=O)(=O)c1ccc(NC(=O)C2CCCCC2)cc1	-11	?	45%	12%	-5%	5%	-13%	-11%	5%
C=CC[C@@H](CC(=O)N(CCO)Cc1ccccc1)C(=O)NC[C@@H](OC(=O)[C@@H](CC=C)CC(=O)OC(C)(C)C)c1ccccc1	9	.	13%	.	-13%	-5%	-11%	-9%	-2%
Cc1ccc(NC(=O)c2cccs2)cc1NC(=O)c1ccccc1Cl	-1	-13%	-24%	3%	-2%	14%	-21%	-4%	15%
Cc1ccc(C(=O)NCC(=O)OCC(=O)c2c(N)n(C)c(=O)n(C)c2=O)cc1C	-7	.	-32%	.	10%	-7%	-24%	3%	-5%
NS(=O)(=O)c1ccc(NC(=O)c2ccc3c(c2)CCN3S(=O)(=O)c2ccccc2)cc1	-8&-6	-15%&-1%	16%&3%	28%&31%	12%&0%	7%	11%&-9%	-5%&-4%	21%&-28%
COc1cc(S(=O)(=O)NC2CCCCC2C)ccc1Cl (centres undefined)	-3	?	7%	1%	2%	0%	-8%	-15%	1%
Cc1cccc(S(=O)(=O)c2cn(C)c3cc(N4CCCCCC4)c(F)cc3c2=O)c1	-4	-9%	20%	0%	-3%	.	0%	-14%	1%
CCCCN(CC)C(=O)Cn1ncc2c3ccccc3n(CCC)c2c1=O	2&4	-19%&-8%	-13%&-9%	0%&1%	-12%&3%	-2%	-13%&-14%	0%&1%	5%&-20%
COc1ccc(C2/C=C\CN(C(=O)C3CC3)C(C)C(=O)N2Cc2ccc(F)cc2)cc1 (centres undefined)	.	-20%	-17%	.	.	0%	.	16%	.
CCc1ccc(CNC(=O)CCn2c(=O)c3cccn3c3ccc(F)cc32)cc1	4	-1%	-3%	7%	0%	.	-9%	-1%	-4%
Cc1sc(N2CCN(S(=O)(=O)c3ccc4c(c3)NC(=O)CO4)CC2)nc1-c1ccccc1	2	-8%	20%[11.4 µM]	-1%	-7%	-12%	-11%	5%	-18%
O=C1CSC(c2ccccc2O)N1Cc1ccccc1 (centres undefined)	0	-2%	-14%	5%	14%	41%	-8%	8%	-28%
COc1cccc(NC(=O)Cn2c(=O)n(CCCCC(=O)NCc3ccc4c(c3)OCO4)c(=O)c3ccccc32)c1	-11	7%	-3%	-5%	4%	.	-15%	8%	-20%
COc1ccc(C(=O)/C=C2/Sc3cc4c(cc3N2C)OCO4)cc1	-8	4%	-36%	0%[57.1 µM]	1%	-10%	0%	-17%	-24%

(cont.)
Molecule	LDHA block	Anesthetic bind	RGS4 inh	Pol beta inh	ERG Ets-DNA blk	APE1 inh	POLH inh	Pol kappa inh	ALOX12 inh
O=C(Cn1cnc2ccccc2c1=O)NCCC(=O)Nc1ccc2c(c1)OCO2	-9	-4%	21%	0%	-3%	-5%	-19%	-3%	6%
CCOC(=O)C1C(c2ccc(OC)c(OC)c2)c2c([nH][nH]c2=O)CC1(C)O (centres undefined)	-1	-1%	-5%[11.4 µM]	-9%	-15%	4%	-24%	-10%	-14%
Cc1ccc(CNC(=O)C2CCN(S(=O)(=O)N3CCC4(CC3)OCCO4)CC2)cc1	1	-7%	14%	15%	13%	3%	-5%	-8%	-29%
Cc1cc(=O)n(CC(=O)N2CCN(c3ccc(F)cc3)CC2)c2c1c(C)nn2C	1	-6%	12%	-12%	0%	.	-5%	0%	-21%
CCOC(=O)Cn1nnc(-c2cc(OC)c(OC)c(OC)c2)n1	-5	-9%	-7%	2%	5%	-1%	-12%	-3%	16%
NNC(=O)CSc1cccc2cccnc12	-3	-21%	7%	-3%	.	8%	-4%	-3%	-3%
CCCCN1CCNC[C@@H]1Cc1ccccc1	-10	.	14%	.	-7%	-16%	-1%	2%	10%
CN1C(=O)C2C3c4ccccc4C(c4ccccc43)[C@@H]2C1=O (some centres undefined)	-4	-1%	0%	1%	-17%	30%	-9%	0%	-11%
CN(Cc1nc2ccccc2n1C)S(=O)(=O)c1ccc(F)cc1	3	1%	10%	1%	2%	0%	-20%	-10%	0%
COc1ccc(-c2nnn(CC(=O)N(CC(=O)NC3CCCC3)c3ccccc3F)n2)cc1OC	-2	7%	4%	20%	11%	2%	-9%	-4%	-11%
COc1ccc(Nc2nc(C)cc(=O)[nH]2)c(OC)c1	-10	-1%	-3%	15%	.	9%	4%	-1%[60.1 µM]	-9%
COc1cc(/C=N/NS(=O)(=O)c2ccc(C)c([N+](=O)[O-])c2)ccc1O	2	-6%	-12%	13%	0%	-3%	-19%	-2%	?
COc1ccc(Cl)cc1N1C(=O)CC(Sc2ccccc2N)C1=O (centres undefined)	-1	-3%	29%	-19%	-1%	8%	0%	-9%	?

Compound profiles (already shown). Order of values: LDHA block | Anesthetic bind | RGS4 inh | Pol beta inh | ERG Ets-DNA blk | APE1 inh | POLH inh | Pol kappa inh | ALOX12 inh
`O=C(Cn1cnc2ccccc2c1=O)NCCC(=O)Nc1ccc2c(c1)OCO2` is listed with -9 | -4% | 21% | 0% | -3% | -5% | -19% | -3% | 6%
`CN1C(=O)C2C3c4ccccc4C(c4ccccc43)[C@@H]2C1=O` (some centres undefined) is listed with -4 | -1% | 0% | 1% | -17% | 30% | -9% | 0% | -11%
